Source: PubChem BioAssay
sEH activator: activators of human soluble epoxide hydrolase; 91,000 compounds, 0.04% hits; activation, % at 2 µM; AID 717; purified human sEH enzymatic activity, activator screen; in the data active means activation above about 37%; further: values of inactives mirror those of a sister screen read the other way
Smad3 inh: Smad3 (human) transcription factor binding inhibition. P84022. TR-FRET Smad3/Dy647-FoxH1 peptide binding, europium anti-His. inhibition, % at 25 µM. 88,000 compounds, 0.29% hits. AID 630;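 active means compounds that reduce the energy-transfer binding signal between the protein and its labelled peptide by more than half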;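 further: 0% = Smad3 plus labelled peptide maximal FRET and 100% = peptide-only background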
Target sequence (P84022 whole entry, looked up): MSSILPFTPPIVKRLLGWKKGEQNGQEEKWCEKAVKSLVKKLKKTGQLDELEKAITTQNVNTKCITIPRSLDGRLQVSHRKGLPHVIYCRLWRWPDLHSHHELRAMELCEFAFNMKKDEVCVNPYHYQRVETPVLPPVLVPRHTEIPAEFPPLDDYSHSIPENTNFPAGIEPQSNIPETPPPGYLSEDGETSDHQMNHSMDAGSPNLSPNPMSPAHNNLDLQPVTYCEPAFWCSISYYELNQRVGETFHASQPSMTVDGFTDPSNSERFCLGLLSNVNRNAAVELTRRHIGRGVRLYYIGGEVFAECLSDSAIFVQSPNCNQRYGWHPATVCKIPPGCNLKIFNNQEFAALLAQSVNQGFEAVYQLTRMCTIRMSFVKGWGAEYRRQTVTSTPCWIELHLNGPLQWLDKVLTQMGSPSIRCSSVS
H69AR growth 86K: growth inhibitors of human H69AR lung tumor cells; AID 598; viability, % at 10 µM; 85,000 compounds, 6% hits; H69AR lung tumor viability, ATP luminescence, 72 h; active compounds read low;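 active means viability at or below 40%; inactive means viability above 40%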;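 further: multidrug resistant small cell line overexpressing MRP-1 efflux transporter; 100% = mean luminescence of untreated control wells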
ERa SRC1 pot: ER-alpha (human) coactivator binding potentiation. TR-FRET ERalpha-LBD/SRC-Cy5 coactivator binding, 2 h; 100 = basal binding, no effect. P03372. coactivator binding (% of control), % at 25.6 µM. 86,000 compounds, 1.3% hits. AID 639; in the data active means activity above about 200%;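 further: binding measured in presence of low estradiol as agonist stimulus; 0% = peptide alone without receptor and 100% = receptor with peptide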
Target sequence (P03372 whole entry, looked up, the tested form may be a part): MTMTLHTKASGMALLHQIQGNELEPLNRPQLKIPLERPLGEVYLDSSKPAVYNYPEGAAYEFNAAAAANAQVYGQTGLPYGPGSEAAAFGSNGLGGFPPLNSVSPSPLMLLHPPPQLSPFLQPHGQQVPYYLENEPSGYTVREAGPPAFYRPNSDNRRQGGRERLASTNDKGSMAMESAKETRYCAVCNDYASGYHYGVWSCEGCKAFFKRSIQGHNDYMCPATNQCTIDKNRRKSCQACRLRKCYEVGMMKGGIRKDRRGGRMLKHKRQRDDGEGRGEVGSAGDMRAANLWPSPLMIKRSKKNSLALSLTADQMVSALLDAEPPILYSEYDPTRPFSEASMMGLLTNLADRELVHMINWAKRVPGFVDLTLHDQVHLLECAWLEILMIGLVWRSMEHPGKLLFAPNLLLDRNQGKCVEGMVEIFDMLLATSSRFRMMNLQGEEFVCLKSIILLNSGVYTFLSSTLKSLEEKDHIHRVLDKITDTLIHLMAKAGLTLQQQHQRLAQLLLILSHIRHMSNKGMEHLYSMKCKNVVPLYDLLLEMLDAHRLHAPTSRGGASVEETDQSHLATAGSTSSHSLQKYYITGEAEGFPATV
Candida biofilm: kills Candida albicans biofilms. C. albicans biofilm + clotrimazole, Alamar Blue. inhibition, % at 6 µM. 85,000 compounds, 0.14% hits;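 active means inhibition above 20%; inactive means inhibition below 20%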;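 further: preformed 24 hr biofilms exposed to compound for 48 hr; 0% = biofilm without compound and 100% = blank killed by clotrimazole plus chlorhexidine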
Fibroblast inh: blocks proliferation of human lung fibroblasts | AID 719 | 85,000 compounds, 1.1% hits | viability, % at 10 µM | LL 47 human lung fibroblast viability, ATP luminescence; active compounds read low;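 active means viability at or below 50% in the single dose screen; inactive means viability above 50%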;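 further: compound exposure lasted 72 h before the ATP readout; 100% = median luminescence of untreated cell-only wells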
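Assay system: human lung fibroblast line LL 47, low passage. Input: 1,150 fibroblasts seeded per well. Times: overnight cell rest, 72 h compound treatment at 37 °C. Evaluation: % viability of median cell-only signal. Technique: luminescent ATP detection, CellTiter-Glo. Control set: cell-only wells, no compound.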
ERb coact inh: ER-beta (human) coactivator binding inhibition | Q92731 | TR-FRET ER-beta LBD / SRC1-Cy5 peptide binding; receptor agonist-loaded with 1 µM estradiol | inhibition, % at 25.6 µM | 86,000 compounds, 1.3% hits;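 active means compounds whose percent inhibition of the receptor-coactivator binding signal exceeds about 50% in the single-dose screen, limit read from the data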;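 further: 0% = receptor plus peptide wells without compound and 100% = peptide-only wells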
ERa SRC1 inh: ER-alpha (human) coactivator binding inhibition; 86,000 compounds, 1.7% hits; TR-FRET ER-alpha LBD / SRC-1 peptide, estradiol-bound; AID 629; inhibition, % at 25.6 µM; in the data active means inhibition above about 50%;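 further: 0% = receptor plus peptide control and 100% = peptide only without receptor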
HUVEC prolif 384: inhibitors of human endothelial cell proliferation. HUVEC proliferation, CellTiter-Glo luminescence, 72 h; active compounds read low. viability, % at 10 µM (by protocol). 86,000 compounds, 1.1% hits. AID 648;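 active means viability at or below 30%; inactive means viability above 30%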;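 further: 100% = median luminescence of DMSO-only cell control wells on each plate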
Starred values were filed as active, the others as inactive; · = not tested or not shown; [ ] = remark or other dose.

#1 CCCCN1C2CCCC1CC(NC(=O)c1ccc(OC)c(OC)c1)C2 (stereo not drawn)
#2 CCc1cc2ccc(C)cc2nc1SCC(=O)N1CCN(C(=O)c2ccco2)CC1
#3 CCCCN1Cc2cc(C(=O)c3cc(F)ccc3O)cnc2NC1=O
#4 COc1ccc(-c2coc3cc(O)cc(O)c3c2=O)cc1
#5 CCOC(=O)c1cc2c(ccn2C)n1CC(=O)N1CCC(C)CC1
#6 COC(=O)C1=C(N)Oc2cc(C)n(Cc3ccccc3)c(=O)c2C1c1ccccc1 (stereo not drawn)
#7 COc1cccc(NC(=O)Cn2c(=O)n(CCCC(=O)NCc3ccco3)c(=O)c3ccccc32)c1
#8 CS(=O)(=O)N(CC(=O)N1CCc2ccccc2C1)Cc1ccccc1
Assay by compound	1	2	3	4	5	6	7	8
Smad3 inh	2	4	0	2	1	-2	-2	6
Fibroblast inh	88	95	89	100	104	96	105	98
Candida biofilm	3	5	·	11	6	9	8	4
ERa SRC1 inh	-2[fluorescence artefact?]	13	4	2	4	3	-5	9[fluorescence artefact?]
H69AR growth 86K	95	36*	70	80	88	90	89	93
ERa SRC1 pot	164	97	101	82	66	102	117	99
HUVEC prolif 384	94	86	95	109	93	126	99	102
sEH activator	-4	-4	-2	·	-3	-3	·	-20
ERb coact inh	-4[fluorescence artefact?]	3	-6	12	2	-10	-3	0[fluorescence artefact?]

#9 CCNC(=O)NC(=O)CSc1ccc(NC(C)=O)cc1
#10 CC(=O)N1CCC2(CC1)C(C#N)=C(N)Oc1n[nH]c(CSc3ccc(C)cc3)c12
#11 CS(=O)(=O)c1sc2nc(-c3ccccc3)cc(-c3ccccc3)c2c1N
#12 CCC(=O)N1CCc2cc(S(=O)(=O)CCC(=O)Nc3ccc(C)c(F)c3)ccc21
#13 Cc1cc(C)c(S(=O)(=O)N(C2=NCCS2)S(=O)(=O)c2c(C)cc(C)cc2C)c(C)c1
#14 O=C1CC(c2cccs2)Sc2nc3ccccc3n21 (stereo not drawn)
#15 CC1CCc2cc(F)cc3c(O)c(C(=O)NCc4ccco4)c(=O)n1c23 (stereo not drawn)
#16 Cc1n[nH]c(C)c1CCCOc1ccccc1
Assay by compound	9	10	11	12	13	14	15	16
Smad3 inh	-5	4	12	10	2	13	5	13
Fibroblast inh	109	99	106	83	101	105	111	101
Candida biofilm	-1	11	1	-3	1	7	4	2
ERa SRC1 inh	-1	-4	12[fluorescence artefact?]	-22	28	-4[fluorescence artefact?]	-4	-3
H69AR growth 86K	102	81	77	78	22*	99	74	105
ERa SRC1 pot	93	121	154	110	105	103	94	95
HUVEC prolif 384	96	86	91	94	103	93	99	101
sEH activator	5	-14	-3	-18	12	-12	13	11
ERb coact inh	4[fluorescence artefact?]	-2[fluorescence artefact?]	-1	-20	5	-10	3	-12

#17 Cn1c(=O)[nH]c(=O)c2c1nc(NCc1ccccc1)n2CC(O)c1ccccc1 (stereo not drawn)
#18 CSc1nc(C)cc(OCCNS(=O)(=O)c2cc(C)ccc2C)n1
#19 O=C(CCNS(=O)(=O)c1cccc2nsnc12)Nc1ccc2c(c1)OCCO2
#20 O=NC1=C(c2c(O)[nH]c3ccccc23)CCCC1
#21 CCOc1ccc(OCC)c(NC(=O)CSc2nnc(-c3cccnc3)o2)c1
#22 Cc1ccc(-c2nnn(CC(=O)N(Cc3cccs3)C(C(=O)NC3CCCC3)c3ccncc3)n2)cc1 (stereo not drawn)
#23 CCc1nc(N)c(C#N)c(-c2ccccc2OC)c1C
#24 COc1ccc(C2NC(=O)CS2)cc1OC (stereo not drawn)
Assay by compound	17	18	19	20	21	22	23	24
Smad3 inh	-6	2	7	0	6	9	2	6
Fibroblast inh	98	102	104	91	98	64	102	105
Candida biofilm	10	11	5	5	9	5	4	10
ERa SRC1 inh	-3	-2	-3	-6	-6	-8	-2	-6
H69AR growth 86K	77	73	85	69	91	29*	77	95
ERa SRC1 pot	122	112	92[fluorescence artefact?]	120	101	94	136	125
HUVEC prolif 384	86	98	106	94	94	76	116	105
sEH activator	19	·	-21	2	7	6	-1	14
ERb coact inh	-5	-6	1	-5	-1	-5	-12[fluorescence artefact?]	-16

#25 Cc1ccc(N=c2oc3cc(O)ccc3cc2C(N)=O)cc1
#26 O=C(Nc1ccc(S(=O)(=O)Nc2ccc(Cl)cc2)cc1)C1CCCO1 (stereo not drawn)
#27 Cc1ccc(N2CC(C(=O)Oc3cccc(N4C(=O)CCC4=O)c3)CC2=O)cc1 (stereo not drawn)
#28 Cn1c(SCc2ccccc2)nnc1-c1ccncc1
#29 CCn1c(SCC(=O)c2ccccc2)nnc1-c1cccs1
#30 COc1ccc(-c2nc(S(=O)(=O)c3ccc(C)cc3)c(N3CCCC3)o2)cc1
#31 CCOc1ccccc1NC(=O)Cc1coc2cc(C)ccc12
#32 CCOc1ccc(NC(=O)c2cnc3scc(C)n3c2=O)cc1
Assay by compound	25	26	27	28	29	30	31	32
Smad3 inh	-3	10	-13	-13	22	0	7	-10
Fibroblast inh	82	111	105	105	104	100	93	108
Candida biofilm	-2	7	-3	11	4	10	-1	7
ERa SRC1 inh	2	-1	-2[fluorescence artefact?]	7	11	-3	2	4[fluorescence artefact?]
H69AR growth 86K	39*	92	83	98	92	95	91	92
ERa SRC1 pot	99[fluorescence artefact?]	110	98	118	83	105	101	190[fluorescence artefact?]
HUVEC prolif 384	47	100	97	105	94	101	103	96
sEH activator	12	-2	13	3	-3	2	1	·
ERb coact inh	-7[fluorescence artefact?]	-14	12	12	-10	-12	-9	-2[fluorescence artefact?]

#33 CCOc1c(Br)cc(C(N)=O)cc1OC
#34 CCn1cc(C(=O)O)c(=O)c2cnc(N3CCN(C(=O)Nc4ccccc4)CC3)nc21
#35 O=S(=O)(Nc1ccc2c(c1)nc1n2CCN(Cc2ccccc2)C1)c1ccc(Cl)cc1
#36 Cc1[nH]c2ccc3c(ncn3CCC#N)c2c1C
#37 Cc1ccc(C)c2[nH]c(=O)c(CN(CCCN(C)C)C(=O)NCc3ccccc3)cc12
#38 COc1ccc(Oc2cc(C(F)(F)F)cnc2C(N)=O)cc1
#39 CC1(O)C(=O)c2ccccc2N(c2ccccc2)C1=O (stereo not drawn)
#40 COC(=O)C1=C(O)CSC1=Nc1cccc(C(F)(F)F)c1
Assay by compound	33	34	35	36	37	38	39	40
Smad3 inh	-2	5	7	13	2	0	-5	2
Fibroblast inh	·	96	91	114	90	96	97	98
Candida biofilm	5	6	5	4	3	3	8	4
ERa SRC1 inh	15	-2	4	2	-4	12	9	-7
H69AR growth 86K	92	93	85	99	77	106	99	86
ERa SRC1 pot	103	100	111	91	114	118[fluorescence artefact?]	98[fluorescence artefact?]	99
HUVEC prolif 384	88	96	94	100	90	87	98	101
sEH activator	·	-7	2	-15	·	-2	13	2
ERb coact inh	21	0	2	9	-8	10	22	-2

#41 O=C(Nc1ccccc1C(=O)O)c1ncn[nH]1
#42 COc1ccc(-c2noc(-c3ccccc3-c3ccccc3)n2)cc1
#43 CCOc1ccc(OCCSc2nc3ccccc3o2)cc1
#44 O=C(c1ccc(Cl)cc1)c1ccc(OCC(O)CN2CCCCC2)cc1 (stereo not drawn)
#45 Cc1ccc(C2CC(=O)C=C(O)C2)cc1 (stereo not drawn)
#46 Cc1cc(S(=O)(=O)NCC(=O)O)ccc1F
#47 COc1ccc(S(=O)(=O)N2CCC(C(=O)N3CCc4ccccc4C3)CC2)cc1
#48 Cc1cc2ccccc2c(=O)[nH]1
Assay by compound	41	42	43	44	45	46	47	48
Smad3 inh	-7	-2	-2	-7	6	-3	-3	7
Fibroblast inh	107	91	110	67	91	92	98	99
Candida biofilm	-3	13	-2	6	6	-3	1	-1
ERa SRC1 inh	-1	4	1	4	0	2	1	10
H69AR growth 86K	88	50	108	64	101	100	103	97
ERa SRC1 pot	128[fluorescence artefact?]	101	85	97	96	90	80[fluorescence artefact?]	101
HUVEC prolif 384	91	99	115	45	88	101	99	96
sEH activator	-14	-2	2	7	0	0	8	·
ERb coact inh	-1	10	2	-10	-2	-3	-6[fluorescence artefact?]	0[fluorescence artefact?]

#49 Cc1ccc2c(c1)C1(OCCO1)C(=O)N2
#50 COc1ccc(NC(=O)CSc2nnc(Cc3ccccc3)o2)c(OC)c1
#51 CCCCNC(=S)NNC(=O)c1nn(C)cc1Cl
#52 Cc1cc(=O)[nH]c(SCC(=O)Nc2nc(-c3ccccc3)cs2)n1
#53 O=C(C1CCN(S(=O)(=O)c2cccc3cccnc23)CC1)N1CCN(c2ccccc2)CC1
#54 c1ccc(-c2nnc3sc(-c4ccncc4)nn23)cc1
#55 CCOCC(=O)Nc1ccc(C)c(Cl)c1
#56 CCN1CN=C(NS(=O)(=O)c2ccc(C)cc2)NC1
Assay by compound	49	50	51	52	53	54	55	56
Smad3 inh	1	9[fluorescence artefact?]	-8	10	-12	-4	-2	8
Fibroblast inh	99	104	103	99	99	96	102	100
Candida biofilm	3	6	7	10	-5	9	2	9
ERa SRC1 inh	-5	-7	-3	12	-5	28	-3	-1
H69AR growth 86K	82	88	95	88	83	80	62	89
ERa SRC1 pot	111	124	92	71	95	88	98	105
HUVEC prolif 384	92	87	95	88	80	92	96	93
sEH activator	0	10	-5	3	·	1	2	10
ERb coact inh	-3	-9	-19	14	-9	7	1	-6

#57 COc1ccc(OC)c(C2=Nn3c(nnc3-c3ccco3)SC2)c1
#58 CCCCOc1ccc(C(C)NC(=O)C2CCCN(S(=O)(=O)CC)C2)cc1 (stereo not drawn)
#59 CC(NC(=O)C12CC3CC(CC(C3)C1)C2)C(=O)NCCN(C)C (stereo not drawn)
#60 CCOC(=O)C1=C2SCCN2C(=O)C(C#N)C1(C)C (stereo not drawn)
#61 Cc1ccc(-c2nc(CS(=O)CC(=O)NC3CCCC3)c(C)o2)cc1 (stereo not drawn)
#62 Cn1cccc1C(=O)OCc1csc(-c2ccccc2)n1
Assay by compound	57	58	59	60	61	62
Smad3 inh	-3	4	-7	1	-8	-4
Fibroblast inh	83	87	105	97	94	96
Candida biofilm	10	1	7	-2	8	7
ERa SRC1 inh	-4	3	-10	3	-8	-5
H69AR growth 86K	54	91	103	105	126	74
ERa SRC1 pot	120	93[fluorescence artefact?]	112	111	101	101
HUVEC prolif 384	78	94	98	107	94	101
sEH activator	10	-23	·	4	·	-1
ERb coact inh	5	-10	-8	9	-9	-8

Some of the compounds tested (hit frequency here may not be typical).
